Screening data as filed in PubChem.
HTRA1 inhibitor = HTRA1 serine protease inhibitors, primary screen, biochemical, fluorescence polarization, HTS. recombinant HTRA1, FP-rhodamine activity-based probe. Q92743. AID 504803, 2011. 340,000 tested, 0.5% active. inhibition, % at 5.96 µM; in the data active = inhibition above about 36%;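 note: 0% = enzyme with DMSO and 100% = wells lacking enzyme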
NPR2 activator = human GC-B receptor activators, primary screen, HEK293 GC-B cells, cGMP TR-FRET, EC30 CNP; Atrial natriuretic peptide receptor 2 (Homo sapiens), P20594; AID 1920062, 2024; 370,000 tested, 0.11% active; 0% at EC30 CNP, 100% saturating CNP; activation, % at 10 µM;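 active = activation at 10 µM reaching about 35% in either raw or pattern-adjusted values, limit read from the data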
rCAG binder = binders of r(CAG) RNA repeats, primary screen, biochemical, fluorescence; inhibition, % at 3 µM; 370,000 tested, 1.3% active; r(CAG) RNA repeat, TO-PRO-1 dye displacement fluorescence; AID 651821, 2012;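 active = inhibition above the plate cutoff, the mean of all test compounds on that plate plus 3 SD, cut at about 35% in these data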;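 note: 0% = DMSO alone and 100% = 100 µM mitoxantrone as full dye displacement; higher means more dye released from RNA so lower well fluorescence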
TCR CD3 inh = inhibitors of human TCR-CD3 interaction, primary screen, biochemical, fluorescence, TAMRA-labeled TCR probe; inhibition, % at 9.4 µM; 360,000 tested, 0.37% active; T-cell receptor (TCR); in the data active = inhibition above about 19%;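 note: recombinant mutant TCR 2C K166C tagged with TAMRA read by polarization; 0% = receptor in buffer alone and 100% = receptor with positive control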
PRMT1 inh = PRMT1 methyltransferase inhibitors, primary screen, biochemical, fluorescence polarization; inhibition, % at 2.79 µM; 370,000 tested, 1.3% active; recombinant PRMT1, activity-based probe fluorescence polarization; Protein arginine N-methyltransferase 1 (Homo sapiens), Q99873;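 active = inhibition above about 21% made by adding two undisclosed values, limit read from the data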
Target sequence (Q99873 whole entry, looked up): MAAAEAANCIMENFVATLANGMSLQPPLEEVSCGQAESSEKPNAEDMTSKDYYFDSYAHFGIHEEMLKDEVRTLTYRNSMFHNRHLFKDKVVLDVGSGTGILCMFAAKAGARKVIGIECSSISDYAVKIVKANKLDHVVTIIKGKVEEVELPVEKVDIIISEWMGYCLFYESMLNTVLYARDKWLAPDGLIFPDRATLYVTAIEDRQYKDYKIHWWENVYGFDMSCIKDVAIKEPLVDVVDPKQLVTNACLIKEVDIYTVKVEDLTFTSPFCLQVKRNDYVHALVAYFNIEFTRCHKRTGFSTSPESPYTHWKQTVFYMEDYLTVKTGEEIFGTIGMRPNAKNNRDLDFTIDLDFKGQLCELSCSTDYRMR
SIAE primary = human SIAE inhibitors, primary screen, biochemical, fluorescence polarization, FP-Rh probe, 1536-well HTS | Sialate O-acetylesterase (Homo sapiens), Q9HAT2 | SIAE FP-Rh probe binding | inhibition, % at 9.66 µM | 370,000 tested, 0.69% active;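 active = inhibition above a cutoff: mean of compounds within the control limits plus 3 SD of those, cut at about 17% in these data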;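 note: 0% = plate median of compound wells and 100% = probe without SIAE protein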
LEDGF integ inh = blockers of LEDGF/p75-dependent integrase strand transfer – biochemical, TR-FRET, high throughput, primary screen. HIV-1 integrase (with human LEDGF/p75). TR-FRET IN-LEDGF/p75 DNA integration, Eu/Cy5. inhibition, % at 3.7 µM. 370,000 tested, 0.64% active. AID 743269, 2014;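 active = inhibition above the screen-wide mean plus 3 SD, cut at about 13% in these data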;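 note: signal is the Cy5 over europium emission ratio at 671 and 618 nm; 0% = plate median of compound wells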
ABHD4 inh = ABHD4 inhibitors, primary screen, biochemical, fluorescence polarization, mouse; (Lyso)-N-acylphosphatidylethanolamine lipase (Mus musculus), Q8VD66; purified mABHD4, FP-Rh probe fluorescence polarization; inhibition, % at 8.92 µM; 370,000 tested, 0.54% active;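 active = inhibition exceeding the mean over every tested compound plus 3 SD, cut at about 30% in these data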;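 note: 0% = plate median of compound wells and 100% = S159A mutant with DMSO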
Target sequence (Q8VD66 whole entry, looked up): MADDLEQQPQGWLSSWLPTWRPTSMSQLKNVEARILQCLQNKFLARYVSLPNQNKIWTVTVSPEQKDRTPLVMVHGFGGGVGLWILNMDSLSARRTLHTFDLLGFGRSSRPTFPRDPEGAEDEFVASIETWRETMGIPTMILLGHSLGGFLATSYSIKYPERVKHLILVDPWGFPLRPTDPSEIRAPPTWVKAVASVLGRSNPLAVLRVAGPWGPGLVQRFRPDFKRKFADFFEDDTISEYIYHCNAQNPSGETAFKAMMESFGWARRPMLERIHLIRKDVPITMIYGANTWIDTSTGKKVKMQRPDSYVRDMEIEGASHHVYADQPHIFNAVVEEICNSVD
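Test system: mouse ABHD4 enzyme, wild type. Reagent: FP-Rh fluorescent activity-based probe, added after compound pre-incubation. Timing: pre-incubation 45 min, probe exposure 60 min, at 25 °C. Technique: FP readout, ex 525 nm / em 598 nm. Benchmarks: high control S159A mutant with DMSO, low control median of compound wells.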
TDP2 inh = human TDP2 enzyme inhibitors, primary screen, biochemical, epi absorbance, recombinant enzyme; 370,000 tested, 0.34% active; inhibition, % at 12.8 µM; Tyrosyl-DNA phosphodiesterase 2 (Homo sapiens), O95551; T5PNP hydrolysis, p-nitrophenol absorbance 415 nm;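 active = inhibition above the mean of all tested compounds plus 3 SD, set per campaign, cut at about 25% in these data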;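 note: 0% = DMSO with enzyme and 100% = buffer with substrate but no TDP2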
Target sequence (O95551 whole entry, looked up): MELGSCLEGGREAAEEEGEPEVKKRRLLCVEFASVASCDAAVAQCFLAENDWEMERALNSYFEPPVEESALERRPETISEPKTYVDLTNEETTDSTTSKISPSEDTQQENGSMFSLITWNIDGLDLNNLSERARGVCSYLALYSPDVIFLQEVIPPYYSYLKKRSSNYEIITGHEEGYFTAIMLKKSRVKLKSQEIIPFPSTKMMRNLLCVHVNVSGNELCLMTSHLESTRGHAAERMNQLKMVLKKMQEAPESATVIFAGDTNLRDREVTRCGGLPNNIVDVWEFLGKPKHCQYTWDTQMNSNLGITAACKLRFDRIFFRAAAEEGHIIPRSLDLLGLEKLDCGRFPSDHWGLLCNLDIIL
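Incubation: 2 h at 37 °C; Test system: recombinant human TDP2; Quantity: enzyme 120 nM; Read-out basis: percent inhibition; Medium: 50 mM Tris-HCl pH 7.5 with Mg2+, KCl, DTT, BSA; Repeats: single replicate; Compound: 12.8 µM single point, 1% DMSO; Signal: epi absorbance; Reagent: 5 mM T5PNP chromogenic substrate; Benchmarks: no-enzyme high, DMSO-plus-enzyme low.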
MBD2 DNA inh = inhibitors of MBD2 binding to methylated DNA, primary screen, biochemical, TR-FRET, DNA-binding domain, human; Methyl-CpG-binding domain protein 2 (Homo sapiens), Q9UBB5; MBD2 binding to methylated oligonucleotide; inhibition, % at 4.4 µM; 370,000 tested, 0.31% active; AID 686964, 2013; in the data active = inhibition above about 13%
* = called active by the depositor; x = no result given.

SMILES	HTRA1 inhibitor	NPR2 activator	rCAG binder	TCR CD3 inh	PRMT1 inh	SIAE primary	LEDGF integ inh	ABHD4 inh	TDP2 inh	MBD2 DNA inh
COc1ccc(-c2nnc(SCC(=O)N/N=C/c3ccccc3C(=O)O)n2-c2ccccc2)cc1	-5.5	2.7	20.6	-3.3	2.0	-4.4	1.2	-1.5	-14.2	-2.9
CCOc1ccc(S(=O)(=O)N2CCC(C(=O)N3CCN(C)CC3)CC2)cc1Cl	0.2	3.4	-0.4	4.0	-0.1	-3.5	3.8	1.9	6.3	-1.8
O=C(NCc1ccc2c(c1)OCO2)C1CCCN1C(=O)Nc1ccc(Cl)cc1 (stereo unspecified)	-2.5	0.1	0.4	-1.2	3.1	1.1	2.1	5.8	7.4	-3.5
COc1ccc(/C=C/C(=O)Oc2cccc(/C=N/NC(=O)Cc3ccc(Br)cc3)c2)cc1	-22.4	-7.8	4.0	10.8	-4.0	1.8	-0.1	-2.7	1.4	-0.3
CN(C)c1nc(N)c(C#N)c(C#N)c1C#N	8.5	0.1	0.4	-4.5	-2.7	-1.9	1.4	4.2	-9.3	-5.0
CCOc1ccc(/C=C/C(=O)Nc2ccc(N3CCOCC3)cc2)cc1	2.4	-2.6	-0.3	5.1	0.1	3.5	-6.7	2.7	-13.9	-0.3
O=C(NC(=S)NNC(=O)c1cccs1)c1ccco1	3.0	5.8	0.5	8.2	-0.9	19.2*	-1.0	11.8	16.5	2.8
CCOC(=O)c1ccc(NC(=O)CSc2nnc(NC(=O)c3ccc(S(=O)(=O)N4CCOCC4)cc3)s2)cc1	5.0	-3.1	1.8	-2.8	0.9	-6.1	1.3	-4.7	-2.3	9.3
O=C(Nc1ccc(N2C(=O)[C@@H]3[C@H](C2=O)[C@@H]2C=C[C@H]3C2)c(Cl)c1)c1ccccn1	x	-1.0	x	x	-2.1	-5.4	0.8	3.9	7.7	-7.3
O=C(CN1C(=O)/C(=C2\SC(=S)N(CCS(=O)(=O)O)C2=O)c2ccccc21)Nc1cccc(Br)c1	-39.0	-1.6	88.1*	9.3	19.4	-3.2	6.2	67.5*	11.1	-1.1
CCOC(=O)c1cc(NC(=O)C2C3C=CC(O3)C2C(=O)O)cc(C(=O)OCC)c1 (stereo unspecified)	3.2	-0.8	7.1	4.8	7.9	-3.2	6.4	3.2	-0.5	2.2
CCCS(=O)(=O)NC(=O)C1(C)CCCN(C(=O)c2cc(OC)c(OC)c(OC)c2)C1 (stereo unspecified)	x	2.3	1.6	-1.0	-1.3	-0.8	2.6	-0.9	-10.8	2.8

5 compounds picked at random from those above, as already listed:
SMILES	HTRA1 inhibitor	NPR2 activator	rCAG binder	TCR CD3 inh	PRMT1 inh	SIAE primary	LEDGF integ inh	ABHD4 inh	TDP2 inh	MBD2 DNA inh
CCOC(=O)c1ccc(NC(=O)CSc2nnc(NC(=O)c3ccc(S(=O)(=O)N4CCOCC4)cc3)s2)cc1	5.0	-3.1	1.8	-2.8	0.9	-6.1	1.3	-4.7	-2.3	9.3
CN(C)c1nc(N)c(C#N)c(C#N)c1C#N	8.5	0.1	0.4	-4.5	-2.7	-1.9	1.4	4.2	-9.3	-5.0
O=C(CN1C(=O)/C(=C2\SC(=S)N(CCS(=O)(=O)O)C2=O)c2ccccc21)Nc1cccc(Br)c1	-39.0	-1.6	88.1*	9.3	19.4	-3.2	6.2	67.5*	11.1	-1.1
O=C(NCc1ccc2c(c1)OCO2)C1CCCN1C(=O)Nc1ccc(Cl)cc1 (stereo unspecified)	-2.5	0.1	0.4	-1.2	3.1	1.1	2.1	5.8	7.4	-3.5
O=C(NC(=S)NNC(=O)c1cccs1)c1ccco1	3.0	5.8	0.5	8.2	-0.9	19.2*	-1.0	11.8	16.5	2.8

(cont.)
SMILES	HTRA1 inhibitor	NPR2 activator	rCAG binder	TCR CD3 inh	PRMT1 inh	SIAE primary	LEDGF integ inh	ABHD4 inh	TDP2 inh	MBD2 DNA inh
COc1cccc(NC(=O)CNC(=O)c2ccc([N+](=O)[O-])cc2)c1	0.7	4.6	-0.9	9.1	-1.3	-6.1	5.3	3.3	-0.8	-1.9
OCCN(Cc1ccccc1)C(=S)Nc1ccc(F)cc1	-0.7	2.4	0.4	-0.3	-4.0	10.3	-2.7	0.9	4.2	2.4
CNc1c(NS(=O)(=O)c2ccc(C3CCCCC3)cc2)c(=O)oc2ccccc12	0.8	4.3	2.9	4.7	0.2	1.1	-1.3	-2.9	14.4	-2.4
COc1ccccc1-c1noc(CCC(=O)Nc2ccccc2Cl)n1	-1.2	-3.2	-3.5	-6.1	5.5	-0.6	-1.1	2.0	3.1	0.4
Cc1ccc(S(=O)(=O)N2C[C@H]3C(=O)C[C@@H](c4ccccc4)N(S(=O)(=O)c4ccc(C)cc4)[C@H]3C[C@H]2c2cccc(Cl)c2)cc1	-18.9	8.2	10.2	5.1	-1.1	-16.8	5.1	-11.3	-0.9	0.1
Cc1noc(C)c1C(=O)OC(C)C(=O)Nc1ccc(S(=O)(=O)NC(C)C)cc1 (stereo unspecified)	5.5	1.3	-1.9	3.6	-3.2	6.1	0.9	-4.2	14.9	-0.4
CCN(Cc1ccccc1)C(=O)C1CCC(CNc2c(N3CCOCC3)c(=O)c2=O)CC1 (stereo unspecified)	-0.2	6.4	-1.2	-2.4	-0.1	1.4	-1.0	-1.0	6.8	-2.4
COCCCNC(=O)C[C@H]1C[C@@]2(C(=O)OC)C(=C[C@H](C(C)C)O[C@@H]2C2CC2)N(Cc2ccc(Cl)cc2Cl)C1=O	x	-16.8	-0.6	x	-5.0	-5.4	6.7	-6.9	-12.3	-1.1
CC(C)c1ccc(CN2C(=O)NC3(CCCCCC3)C2=O)cc1	-8.6	4.3	-7.1	0.1	10.4	-5.8	-0.3	-12.4	-7.0	0.7
O=NN(CCCl)C(=O)NCCCl	2.8	4.1	-0.7	-5.8	5.9	4.3	-2.7	-3.3	-1.5	-3.7
CCOC(=O)c1c(-c2ccc(OC)cc2)csc1/N=C/C1C(=O)CCCC1=O	-15.5	2.7	1.9	-21.0	-4.9	-25.5	3.6	-22.6	-3.0	-3.5
O=C(C/C=N\OCc1ccc([N+](=O)[O-])cc1)Nc1ccc(F)cc1F	-1.8	3.6	-4.2	-5.3	-0.2	-0.8	-1.3	-2.7	6.9	-5.2
COc1ccc(CCNC(=O)CSc2nc(O)c(CC(C)C)c(=O)[nH]2)cc1OC	-4.3	-5.6	4.8	-10.7	0.5	-5.6	1.9	-2.4	-3.3	-1.7
CC(C)(C)NC(=O)C(c1cccc2ccccc12)n1c(=O)c(-c2ccccc2)nc2ccccc21 (stereo unspecified)	x	-14.2	3.9	11.4	0.2	-6.1	-3.6	2.3	6.6	-1.0
COc1ccc(/C=N/NC(N)=S)cc1OC(=O)c1cccc2ccccc12	-50.4	-7.1	7.9	2.2	3.1	-5.7	-0.7	-30.2	3.6	-2.4
COC(=O)c1ccccc1S(=O)(=O)N(CCCN1CCOCC1)Cc1cccs1	-0.2	-3.9	-2.6	4.0	0.8	2.7	-3.0	10.2	-4.0	1.6
Cc1ccc(NC(=O)C2CCCN(S(=O)(=O)c3cccs3)C2)cc1 (stereo unspecified)	-7.5	1.8	0.1	9.1	1.9	0.2	0.0	-10.9	9.9	2.1
COc1ccc2c(c1)C(c1ccccc1)=NNC(c1ccco1)=N2	-8.4	-1.4	2.9	-1.5	1.7	7.3	-4.6	-0.2	-8.3	-1.2
Cc1ccc(CSc2nc3c(c(=O)[nH]c(=O)n3C)n2CCC(C)C)cc1	-0.9	-3.4	2.3	8.1	-2.4	3.0	-1.2	-1.4	4.9	-3.5
O=C(Nc1c2c(nn1-c1ccc([N+](=O)[O-])cc1)CS(=O)(=O)C2)c1ccccc1F	-3.2	-0.1	0.4	-1.0	-0.1	-0.6	-7.9	0.3	-5.5	4.0
CNC(=S)N/N=C/c1ccc(OCC(=O)Nc2c(C)cc(C)cc2C)c(OC)c1	-4.6	28.3	-3.3	2.3	-1.5	4.2	3.9	7.5	-5.0	1.2
CCc1nc(N2CCCC2C(=O)O)c2oc3ccccc3c2n1 (stereo unspecified)	2.1	-3.9	2.9	13.6	-1.5	0.4	-0.7	1.9	7.5	-1.3
O=Cc1cnc(N2CCOCC2)nc1	0.3	-8.8	1.5	-0.2	1.0	5.7	1.6	-2.1	4.4	5.8
CC(C)(C)OC(=O)N[C@@H](Cc1ccccc1)c1nnc(S(=O)(=O)Cc2ccccc2)o1	x	-12.8	-6.8	6.2	54.3*	7.5	-0.3	21.8	-17.8	-2.5

A second format for some results above.
| SMILES | HTRA1 inhibitor | NPR2 activator | rCAG binder | TCR CD3 inh | PRMT1 inh | SIAE primary | LEDGF integ inh | ABHD4 inh | TDP2 inh | MBD2 DNA inh |
| --- | --- | --- | --- | --- | --- | --- | --- | --- | --- | --- |
| CC(C)c1ccc(CN2C(=O)NC3(CCCCCC3)C2=O)cc1 | -8.6 | 4.3 | -7.1 | 0.1 | 10.4 | -5.8 | -0.3 | -12.4 | -7.0 | 0.7 |
| O=NN(CCCl)C(=O)NCCCl | 2.8 | 4.1 | -0.7 | -5.8 | 5.9 | 4.3 | -2.7 | -3.3 | -1.5 | -3.7 |

(more compounds)
SMILES	HTRA1 inhibitor	NPR2 activator	rCAG binder	TCR CD3 inh	PRMT1 inh	SIAE primary	LEDGF integ inh	ABHD4 inh	TDP2 inh	MBD2 DNA inh
Cc1ccc(N(CC(=O)NCC(O)c2ccccc2)S(=O)(=O)c2ccc(C)cc2)cc1 (stereo unspecified)	2.7	-1.3	0.1	-1.2	-0.2	-0.7	-0.3	-8.6	-17.4	3.8
CCCN1C(=O)CSC1=Nc1ccccc1	2.2	-1.6	0.4	-1.0	-2.3	-1.9	-2.3	1.2	-3.9	-0.6
COc1cccc2cc(C(=O)N3CCc4ccccc4C3)c(=O)oc12	-4.9	1.6	0.1	4.6	0.6	-4.3	0.2	1.0	-4.3	-2.1
COCC(=O)Nc1ccc(N2CCCC2)c(S(=O)(=O)Nc2ccccc2OC)c1	-11.6	-2.5	9.3	4.3	3.1	-1.1	0.8	6.2	-2.6	-3.6
Cc1cc(=O)[nH]c(N/N=C/c2ccccn2)n1	0.3	-0.2	0.0	-6.4	3.1	0.7	-7.9	2.5	-2.4	-3.0
CCOc1ccc(-n2c(SCc3nc4ccccc4[nH]3)nnc2-c2cccc(Cl)c2)cc1	x	-20.0	11.2	x	-2.9	-1.7	2.6	-3.2	-4.1	3.8

Not all compounds are listed (hit frequency here may not be typical).
